MOR-DOR inv ag – mu-delta opioid heterodimer inverse agonism; P35372+P41143; cell-based MOR-DOR heterodimer luminescence; inhibition, % at 9.3 µM; 340,000 tested, 0.21% active; AID 504357; in the data active means inhibition above about 22%, passing the limit was not always enough;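 further: 0% = cells with DMSO and 100% = wells without cells with DMSO; values of inactives mirror those of a sister screen read the other way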
Target sequence (P35372 whole entry, looked up): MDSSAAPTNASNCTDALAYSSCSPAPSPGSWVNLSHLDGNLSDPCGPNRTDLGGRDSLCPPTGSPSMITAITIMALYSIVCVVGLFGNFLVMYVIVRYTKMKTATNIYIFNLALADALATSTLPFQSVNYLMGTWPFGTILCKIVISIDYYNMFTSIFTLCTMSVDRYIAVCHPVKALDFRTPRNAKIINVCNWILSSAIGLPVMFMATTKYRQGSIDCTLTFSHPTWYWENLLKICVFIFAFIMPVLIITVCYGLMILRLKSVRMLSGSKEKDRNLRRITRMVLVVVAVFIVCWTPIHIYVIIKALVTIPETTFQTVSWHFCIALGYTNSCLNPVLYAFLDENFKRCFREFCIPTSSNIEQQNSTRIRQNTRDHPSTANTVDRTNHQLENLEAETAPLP
Target sequence (P41143 whole entry, looked up): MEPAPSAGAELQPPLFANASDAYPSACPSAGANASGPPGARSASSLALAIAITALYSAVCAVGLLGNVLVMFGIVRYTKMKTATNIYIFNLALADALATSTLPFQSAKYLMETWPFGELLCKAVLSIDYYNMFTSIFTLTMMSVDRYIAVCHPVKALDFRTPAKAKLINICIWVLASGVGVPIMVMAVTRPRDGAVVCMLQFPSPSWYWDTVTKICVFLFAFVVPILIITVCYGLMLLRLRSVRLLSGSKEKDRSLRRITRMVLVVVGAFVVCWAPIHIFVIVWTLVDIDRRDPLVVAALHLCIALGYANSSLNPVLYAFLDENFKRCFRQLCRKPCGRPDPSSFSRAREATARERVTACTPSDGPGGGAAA
Ecoli viability – reduces bacterial viability in AddAB counter-screen; AID 449728; inhibition, % at 11.9 µM; E. coli V3065 growth, OD600 absorbance, 18 h; 330,000 tested, 0.27% active;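 active means inhibition above the campaign's mean inhibition across all tested compounds plus 3 SD, cut at about 9.9% in these data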;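 further: uninfected addAB+ strain grown without phage in ampicillin broth; 0% = DMSO wells and 100% = ciprofloxacin 0.95 µg/ml wells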
SUMO Mot1 rescue – SUMOylation pathway inhibition by Mot1-301 growth rescue; growth rescue, % at 18.8 µM; S. cerevisiae Mot1-301 growth rescue, ATP luminescence, 38.5C; percent above DMSO median, 100 means doubled; 320,000 tested, 1% active;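 active means every valid replicate shows activation above 250% relative to neutral control wells; inactive means the rest, any valid replicate at or below 250%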;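 further: OY570 slx delta 5 strain wells were the positive control but not used for scaling; some compounds called inactive have numbers as strong as hits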
PKA-R1A activ – activators of PKA-R1A complex. PKA-R1A dissociation, Cy5-IP20 fluorescence polarization; scaled: DMSO 0%, 113 µM cGMP 100%. activation, % at 11.4 µM. 340,000 tested, 0.083% active. AID 504707;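 active means percent activation above the mean of all tested compounds plus 3 SD, cut at about 19% in these data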;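 further: higher means more PKAc released from R1A so a rise in polarization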
Tat export inh – blocks Tat-dependent protein export in E. coli; E. coli MC4100 TorA-mCherry Tat export, fluorescence; inhibition, % at 10 µM; 340,000 tested, 0.036% active;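 active means mean replicate inhibition at least 50% and at least half of replicates individually reaching 50%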;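 further: exported cargo escapes ClpAP degradation while cytoplasmic cargo is degraded and loses fluorescence; 0% = median of neutral control wells and 100% = median of NaSCN control wells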
OPRM1-OPRD1 ag – OPRM1-OPRD1 heterodimerization agonism; P35372+P41143; cells, luminescence; activation, % at 9.3 µM; 340,000 tested, 0.3% active; in the data active means activation above about 18%;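 further: 0% = vehicle-treated cells and 100% = reference agonist; values of inactives mirror those of a sister screen read the other way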
Arr AP2 block – human beta-arrestin and AP2 interaction inhibition | FITC-arrestin peptide / GST-AP2 beads, flow cytometry; AP2 beta2 appendage carries R879A mutation | inhibition, % at 10 µM | 340,000 tested, 0.31% active;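 active means inhibition above a set limit, near 3 SD of compounds lacking own fluorescence, cut at about 54% in these data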;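 further: plate controls were DMSO wells for no effect and 5 µM unlabelled arrestin peptide for full effect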
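Assay system: GST-AP2 R879A bound to glutathione beads, E. coli-expressed; Medium: PBS with 0.05% Tween 20 and 0.1% BSA; Also added: fluorescein-tagged arrestin peptide at 50 nM final; Timing: 12 min plus 1 h, RT; Measured by: flow cytometry, FL1 (488/535 nm); Evaluation: percent drop in bead-associated FITC signal.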
PfHsp90 yeast 2 – growth inhibition of yeast expressing Plasmodium Hsp90; inhibition, % at 9.4 µM; 310,000 tested, 0.32% active; S. cerevisiae expressing PfHsp90, BacTiter-Glo ATP, 48 h; yeast lacking PDR1 and PDR3 efflux regulators; AID 504621;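 active means every replicate shows inhibition above about 80%, whatever the replicate mean, limit read from the data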;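 further: 0% = DMSO neutral controls and 100% = 20 µM radicicol positive controls; yeast relying on Plasmodium falciparum Hsp90 in place of its own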
AddAB inh – less growth of phage-infected E. coli with AddAB; E. coli expressing H. pylori AddAB, absorbance growth; inhibition, % at 11.9 µM; 330,000 tested, 0.29% active; AID 435030; in the data active means inhibition above about 12%;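 further: 0% = vehicle wells of infected cells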
phage Ecoli inh – E. coli growth loss with phage present; inhibition, % at 11.9 µM; growth absorbance; 360,000 tested, 0.26% active; AID 651602; in the data active means inhibition above about 11%
DSG3 Ab inh – blocks pemphigus antibody binding to human desmoglein-3 | P32926 | DSG3-coupled beads, scFv-anti-DSG3-GFP binding, flow cytometry; active compounds read low | binding (percent of control), % at 10 µM | 310,000 tested, 0.48% active | AID 588358;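 active means binding more than 3 SD below its plate's average and above zero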;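 further: hits lower antibody fragment binding to DSG3; some compounds called inactive have numbers as strong as hits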
* marks the source's active call; other numbers are inactive results; x = not tested or not shown; + = active, no number.

SMILES | MOR-DOR inv ag | Ecoli viability | SUMO Mot1 rescue | PKA-R1A activ | Tat export inh | OPRM1-OPRD1 ag | Arr AP2 block | PfHsp90 yeast 2 | AddAB inh | phage Ecoli inh | DSG3 Ab inh
CC(C)(C)OC(=O)C[C@H]1C/C=C\C[C@@H](CC(=O)N(CCO)Cc2ccccc2)C(=O)N[C@H](C(C)(C)C)COC1=O | -1 | -2.9 | 19 | 3 | -1 | 0.2 | x | -8 | 0.6 | 2.8 | 102
CCOC(=O)C(=CNc1nc(-c2ccccc2)c(C(=O)Nc2ccc(-c3ccccc3)cc2)s1)C(=O)OCC | 10 | -1.7 | -9 | -2 | -6 | -1.9 | 15 | 18 | 0.4 | 4.0 | 98
CC1(C)CC(=O)c2cnc(NC(=O)CSC(=S)N3CCCCC3)nc2C1 | 12 | 2.5 | -11 | 2 | -2 | -2.5 | 13 | -15 | 7.6 | 1.8 | 108
COC(=O)c1c(NC(=O)c2cccnc2)sc(C(=O)N(C)C)c1C | 8 | 1.4 | 8 | -4 | -1 | -1.6 | -9 | 5 | 2.2 | 2.5 | 98
c1ccc(-c2cnc(CN3CCN(c4ccccc4)CC3)o2)cc1 | 4 | -1.3 | 97 | 2 | -1 | -0.8 | -4 | -17 | 3.7 | -1.8 | 100
Nc1c(C(=O)NC2CCCCC2)nsc1C(=O)OCC(=O)NC1CCCCC1 | -1 | 0.1 | 52 | 1 | -1 | 0.1 | -5 | x | 1.4 | 4.0 | 102
COc1ccc(C(=O)N(C)Cc2ccon2)cc1OC1CCN(C(C)C)CC1 | 5 | -0.2 | 12 | -5 | -9 | -0.7 | 5 | -14 | 1.5 | 0.4 | 104
CCOc1ccc(/C=C/C(=O)OCC(=O)c2ccccc2OC)cc1OC | 11 | 2.2 | -1 | -13 | 2 | -2.3 | 22 | -4 | 2.2 | x | 100
CCc1ccc(N/C(SC)=C(/C#N)C(N)=O)cc1 | 5 | -1.4 | 35 | -3 | 4 | -0.9 | 2 | 22 | 1.6 | x | 104
CC(C)Oc1ccc(C2CC(=O)NC2=O)cc1 (stereo unspecified) | 11 | x | -7 | -12 | -1 | -2.0 | -3 | -15 | x | 4.4 | 110
O=S(=O)(NCc1cccc(C(F)(F)F)c1)NCc1ccccc1F | -17 | 4.4 | + | -15 | 1 | 2.5 | -4 | 7 | 1.3 | 4.0 | 88
COc1ccc(-c2noc(COc3ccc4c(c3)OCO4)n2)cc1OC | 4 | 1.6 | 0 | -15 | 12 | -0.8 | 12 | -1 | 0.5 | 2.7 | 102
CC(Oc1ccc(Cl)cc1Cl)C(=O)NNC(=O)C(=O)N1CCCCC1 (stereo unspecified) | -4 | -0.8 | -13 | -4 | -1 | 0.6 | 0 | -3 | -2.9 | -1.5 | 96
CCC(C)(C(=O)NC1CCCCC1)N(Cc1ccco1)C(=O)c1ccc2c(c1)OCO2 (stereo unspecified) | 8 | -1.6 | -16 | -8 | 3 | -1.7 | 11 | 5 | 5.8 | 3.0 | 104
CC(OC(=O)CN1C(=O)COc2ccccc21)C(=O)NCc1ccc(F)cc1 (stereo unspecified) | -3 | 0.0 | 528 | 3 | -6 | 0.5 | 7 | -27 | 3.2 | -0.1 | 107
O=C(NCCCN1CCOCC1)C1CCC(=O)N1C1CCCCC1 (stereo unspecified) | 12 | 0.0 | -13 | -2 | 0 | -2.1 | 31 | -9 | 2.1 | 0.0 | 99
O=C(O)c1ccc(N/N=C/c2ccc(-c3ccc(Cl)cc3Cl)o2)cc1 | 11 | -0.6 | -40 | -11 | 4 | -2.1 | 5 | -68 | 0.5 | -0.6 | 93
Cc1cc(=O)[nH]c(SCC(=O)Nc2ccc(S(=O)(=O)N3CCCCC3)cc2)n1 | 5 | -0.4 | 187 | 7 | -5 | -1.2 | 5 | 21 | 3.8 | 2.0 | 106
Cc1cc2cc(C)c3nnc(SCc4ccccn4)n3c2cc1C | 1 | -2.3 | -10 | -3 | -4 | -0.1 | 22 | -14 | 3.2 | 2.5 | 105
CC(C)n1cnnc1SCC(=O)NNC(=O)COc1ccc(Cl)cc1 | 6 | 0.1 | 28 | 3 | 8 | -0.9 | 30 | 18 | 1.7 | 1.5 | 106
O=C(CN1CCN(c2ncc(C(F)(F)F)cc2Cl)CC1)Nc1ccc2c(c1)OCO2 | -31 | -1.7 | 17 | -13 | -16 | 5.1 | -1 | -20 | 0.6 | 2.0 | 103
CCOC(=O)COc1ccc(S(=O)(=O)Nc2ccc3c(c2)OCO3)cc1 | -13 | 1.4 | -1 | 0 | -5 | 2.2 | 0 | 18 | -0.3 | 2.4 | 103
CCCn1c(C)cc(/C=C(\C#N)C(=O)OCC(=O)Nc2ccc(OC)c(Cl)c2)c1C | -4 | 0.3 | 8 | -14 | 9 | 0.9 | 7 | 0 | 0.2 | 1.0 | 106
Cc1nc(NC(=O)CSc2nc(N)cc(N)n2)sc1C | 16 | 0.4 | 661* | -5 | -4 | -3.1 | 0 | 10 | 5.3 | -0.5 | 100
O=C(CN(c1cc(Cl)ccc1Cl)S(=O)(=O)c1ccccc1)N1CCOCC1 | 11 | 2.9 | 0 | -6 | 3 | -1.6 | 7 | -16 | -0.2 | 2.2 | 103
O=C(O)c1cccc(-n2cccc2/C=C2/NC(=O)N(Cc3ccccc3F)C2=O)c1 | 7 | 0.3 | -4 | -1 | 4 | -1.5 | -5 | -42 | 4.2 | 1.4 | 104
O=C1c2ccccc2NC(c2ccc(-c3cccs3)o2)N1O (stereo unspecified) | 6 | 6.2 | -4 | 10 | -10 | -1.1 | 10 | x | 4.5 | 9.2 | 105
N/C(=N\OC(=O)COc1ccc(Br)cc1)c1cccc([N+](=O)[O-])c1 | 16 | -2.3 | 19 | 1 | -3 | -3.3 | -13 | -3 | -1.6 | 2.7 | x
COc1ccc(C(C)=O)cc1CC(=O)Nc1ccccc1-c1ccccc1 | 6 | -0.8 | 4 | -5 | -2 | -1.2 | -2 | 3 | 2.4 | -2.6 | 102
CCOC(=O)N1CCC(NC(=O)CSCc2nc(-c3ccc(OC)cc3)oc2C)CC1 | 15 | 0.4 | 5 | -2 | 1 | -3.0 | -8 | 18 | 1.1 | 1.9 | 100
Cc1c(NS(=O)(=O)c2ccc3c(c2)c(=O)n(C)c(=O)n3C)c(=O)n(-c2ccccc2)n1C | 5 | 2.4 | 5 | -5 | -6 | -1.0 | -3 | 5 | 1.8 | 1.6 | 108
CC1CCCN(C(=O)c2ccc3c(c2)C(=O)N(CCC2=CCCCC2)C3=O)C1 (stereo unspecified) | 3 | 7.0 | -12 | 3 | 5 | -0.5 | 21 | 5 | 23* | 2.4 | 98
CN(CC(=O)Nc1ccccc1Cl)C(=O)CSc1nncn1C | 17 | 0.2 | -1 | -11 | -3 | -3.5 | -3 | 11 | 3.6 | 0.7 | 105
COc1cccc(S(=O)(=O)Nc2ccc(C(=O)N3CCOCC3)cc2)c1 | -6 | -0.3 | -9 | -12 | 5 | 1.2 | 21 | x | 1.0 | 2.5 | 87
COc1ccc(C2=CSC3=C(C(=O)c4cccc(S(=O)(=O)N(C)C)c4)CCN23)cc1 | 6 | 1.3 | -7 | 7 | -12 | -1.3 | -2 | -9 | 1.2 | 1.8 | x
Cc1cc(NC(=O)CSc2nnc(C(C)N(C)C)n2Cc2ccccc2)no1 (stereo unspecified) | 24 | -1.9 | 6 | 0 | 1 | -4.3 | 16 | 2 | -1.6 | 2.2 | 102
COc1cccc(N/C(SCc2ccccc2F)=C(/C#N)C(=O)NCc2cccs2)c1 | 1 | -2.2 | -18 | 0 | -2 | -0.3 | 0 | 11 | 0.5 | 1.3 | 113
O=C(Nc1ccc2ncccc2c1)c1ccccc1Br | 5 | -0.5 | 5 | -4 | -5 | -1.1 | 8 | -2 | -0.4 | x | 116
CN(C(=O)c1ccc(NC(=O)Cc2ccc(NC(=O)C3CCCN(C(=O)C4CC4)C3)cc2)cc1)C1CCCC1 (stereo unspecified) | 5 | x | x | -9 | 9 | -1.1 | 11 | 0 | x | 2.9 | 93
O=C(Nc1ccncc1)Nc1ccccn1 | 3 | -0.6 | 58 | 11 | 0 | -0.6 | 7 | -23 | -0.7 | 1.8 | 99
COc1ccc(S(=O)(=O)N(CC(=O)NC2CCCCC2)c2ccc(F)cc2)cc1 | 21 | 0.6 | 2 | 4 | -6 | -4.0 | 5 | -11 | 1.7 | 0.9 | x
O=C(CSc1cn(CCNC(=O)c2ccccc2F)c2ccccc12)NCC1CCCO1 (stereo unspecified) | 16 | -2.0 | -8 | 11 | 5 | -3.0 | 5 | 6 | 3.9 | 3.1 | 98
Cc1ccc(OCC(=O)N/N=C\c2ccncc2)c(C)c1 | 0 | -0.5 | 29 | -2 | 3 | 0.0 | 19 | 14 | 1.8 | 3.2 | 102
Cc1nnc(NC(=O)c2cc3n(n2)C(C(F)(F)F)CC(C2CC2)N3)s1 (stereo unspecified) | 10 | 1.2 | x | -6 | 8 | -1.7 | 5 | 4 | 1.7 | -0.1 | x
COc1ccc(/C=N/NC(=O)CCn2cnc(-c3ccccc3)c2-c2ccccc2)cc1 | -13 | 1.2 | 5 | -7 | 16 | 1.9 | -2 | 16 | -1.5 | 1.8 | 104
COC(=O)c1ccc2c(=O)[nH]c(COC(=O)c3c(-c4ccccc4)noc3C)nc2c1 | -10 | 0.9 | 9 | -5 | 2 | 1.6 | -3 | -8 | 0.9 | 1.3 | 101
COc1ccc(C)cc1NC(=O)NC1CCCCCCC1 | -1 | x | 10 | -10 | 0 | 0.2 | 2 | 19 | x | 1.4 | 109
O=C(COc1ccc(S(=O)(=O)N2CCOCC2)cc1Cl)N1CCCC1 | 1 | -0.8 | 1 | 11 | 2 | -0.1 | 21 | -10 | 2.6 | 3.6 | 77
Cc1ccc(CN(C)C(=O)c2ccc3c(c2)NC(=O)CS3)o1 | 3 | 1.3 | 364* | -15 | -5 | -0.6 | 41 | 9 | -1.1 | 3.3 | 90
Cc1[nH]nc(C(F)(F)F)c1N=NN1CCOCC1 | -18 | x | x | 9 | 83* | 4.2 | 4 | 55 | x | 100* | 86
O=C1c2cccc3cccc(c23)C(=O)N1CCc1ccccc1 | -20 | 0.2 | -3 | -2 | 9 | 3.5 | 16 | -47 | 0.7 | 4.9 | 99
COc1ccc(CNC(=O)CN2CCN(C(c3ccccc3)c3ccccc3)CC2)cc1 | 0 | -0.2 | -19 | -6 | 9 | -0.1 | 10 | 1 | -3.0 | 3.1 | 93

Screening results deposited in PubChem by several laboratories.

No enrichment for hits. Share with any hit: about 2.8%.
